Screening data as filed in PubChem BioAssay.
ROS inducer – ROS inducers in U2OS cancer cells, primary screen, cell-based, H2DCF-DA fluorescence; hit rate 2% among 46,000; U2OS ROS induction; AID 624156, 2012; ROS induction (% of piperlongumine), % at 10 µM; in the data active means ROS induction above about 79%, passing the limit was not always enough; inconclusive means no clear call, values can overlap the other calls;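 further: 0% = DMSO vehicle median and 100% = reference compound median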
The depositor's hits bear a star; ? = inconclusive.

Molecule | ROS inducer
COc1cc2c(cc1OC)CN(C(=O)[C@H]1[C@@H]3C(=O)O[C@@H](c4ccccc4)[C@@H](c4ccccc4)N3[C@@H](c3ccccc3OCCO)[C@]13C(=O)Nc1ccc(C#CCCO)cc13)CC2 | 120*
C[C@H](CO)N1C[C@H](C)[C@H](CN(C)C(=O)Nc2ccc3c(c2)OCO3)Oc2ncc(/C=C/c3ccccc3)cc2C1=O | 120*
C[C@H]1CN([C@@H](C)CO)C(=O)Cc2cc(NC(=O)C3CCCCC3)ccc2O[C@@H]1CN(C)Cc1ccncc1 | 9
CCc1ccc(Sc2cc(C(=O)NC3CC3)c3ccccc3n2)cc1 | -1
C[C@@H]1CN([C@H](C)CO)C(=O)Cc2cc(NS(=O)(=O)c3ccc(F)cc3)ccc2O[C@H]1CN(C)S(=O)(=O)c1ccc(Cl)cc1 | 4
O=C(COc1ccccc1[N+](=O)[O-])Nc1ccc2oc(-c3ccc(Cl)cc3)nc2c1 | -7
COc1ccc(S(=O)(=O)n2nccc2-c2ccc(-c3cccs3)s2)cc1OC | 11
CC(C)c1ccccc1OCC(=O)Nc1sc2c(c1C(N)=O)CCCC2 | -11
COc1ccc(CNC(=O)Nc2ncc([N+](=O)[O-])s2)cc1 | -9
CC(C)(C)c1ccc(CNC(=O)C2CCCN2S(=O)(=O)c2ccccc2)cc1 (stereo unspecified) | -12
COC(=O)c1cccc(-n2c(CCC(=O)O)ccc2-c2ccc(C)cc2)c1 | 8
C[C@@H]1CN([C@@H](C)CO)C(=O)c2cccc(NC(=O)C3CCCCC3)c2O[C@@H]1CN(C)Cc1ccccc1 | 15
CN(C)CCCOc1ccc(/C=N/NC(=O)CCCCCCC(=O)Nc2ccccc2O)cc1 | 0
C[C@@H]1CN([C@@H](C)CO)C(=O)CCCn2cc(nn2)CO[C@H]1CN(C)S(C)(=O)=O | -3
CCc1cc(C(=O)OC)c(NC(=O)CC2Sc3ccc(C(F)(F)F)cc3NC2=O)s1 (stereo unspecified) | 4
C[C@H]1CN([C@@H](C)CO)C(=O)c2cccc(NC(=O)c3nc4ccccc4s3)c2O[C@H]1CN(C)Cc1ccc(Oc2ccccc2)cc1 | 95*
CNC[C@@H]1Oc2ccc(NS(=O)(=O)c3c(C)noc3C)cc2CC(=O)N([C@@H](C)CO)C[C@@H]1C | -7
Cc1nn(Cc2nc(C(C)(C)C)cs2)c(C)c1Br | -2
Cc1c(Br)c([N+](=O)[O-])nn1CC(=O)Nc1cccnc1 | 0
CC(=O)Nc1ccc(C(=O)Nc2ccc(OCC(=O)O)cc2)cc1 | -10
CC1(C)CC(=O)C(C=NCCN2CCN(C(=O)Nc3ccc(Cl)c(Cl)c3)CC2)=C(O)C1 | -2
O=C(NCCc1ccccc1)c1ccccc1O | 7
c1cncc(C2OCC3(CO2)COC(c2cccnc2)OC3)c1 (stereo unspecified) | 1
C[C@@H]1CN([C@H](C)CO)C(=O)c2cccc(NC(=O)c3ccc(-c4nccs4)cc3)c2O[C@@H]1CN(C)CC1CCCCC1 | 9
Cc1ccc(S(=O)(=O)N(C)C[C@@H]2Oc3ccc(NC(=O)CCCCCC(=O)Nc4ccccc4N)cc3C(=O)N([C@@H](C)CO)C[C@@H]2C)cc1 | 6
O=c1cc(O)c2sc3nc(-c4cccnc4)c4c(c3c2[nH]1)CCCC4 | 0
CC1=CC(C)(C)N(S(=O)(=O)c2ccc(C)cc2)c2ccccc21 | 20
Cc1cc(C(=O)Nc2cccc3c2O[C@@H](CN(C)C(=O)Nc2cccc4ccccc24)[C@@H](C)CN([C@H](C)CO)C3=O)n(C)n1 | -4
O=C(CCCCCCC(=O)Nc1ccccc1O)N/N=C/c1ccc[nH]1 | 22
C[C@H](CO)N1C[C@H](C)[C@H](CN(C)Cc2ccc(-c3ccccc3)cc2)Oc2ccc(NC(=O)Cc3ccccc3)cc2CC1=O | 28
CC(C)NC(=O)Nc1ccc2c(c1)C(=O)N([C@H](C)CO)C[C@H](C)[C@@H](CN(C)C(=O)NC1CCCCC1)O2 | -4
O=C(CCCCCCC(=O)N/N=C/c1ccc(O)c(O)c1)NO | 3
Cc1ccc(S(=O)(=O)Nc2ccc3c(c2)CC(=O)N([C@H](C)CO)C[C@@H](C)[C@H](CN(C)C(=O)NC(C)C)O3)cc1 | -7
O=C(c1ccc(CSc2ncccn2)cc1)N1CCOCC1 | -8
C[C@H]1CN([C@@H](C)CO)C(=O)c2cccc(NS(=O)(=O)c3cn(C)cn3)c2O[C@H]1CN(C)C(=O)Nc1ccccc1 | -8
CCC(C)[C@@H](CO[C@@H](Cc1ccccc1)C(=O)N[C@@H](CCS(C)(=O)=O)C(=O)OC(C)C)NC[C@@H](N)CS (stereo partly specified) | 12
C[C@@H]1CN([C@H](C)CO)C(=O)Cc2cc(NS(=O)(=O)c3ccccc3)ccc2O[C@H]1CN(C)CC1CC1 | 2
C[C@@H]1CN([C@@H](C)CO)C(=O)c2cc(N(C)C)ccc2O[C@H]1CN(C)S(=O)(=O)c1ccc(Cl)cc1 | -11
Cc1nc(SCC(=O)Nc2c(C)cccc2C)n[nH]1 | -14
CCOC(=O)c1sc(NC(=O)CSc2nc3c(c(C(F)(F)F)n2)CCCC3)c(C#N)c1C | -4
COc1cccc(NC(=O)N(C)C[C@H]2OCc3cnnn3CCCC(=O)N([C@@H](C)CO)C[C@@H]2C)c1 | 3
C[C@@H]1CN([C@@H](C)CO)C(=O)Cc2cc(NC(=O)C3CC3)ccc2O[C@@H]1CN(C)Cc1ccc(Oc2ccccc2)cc1 | 12
CCOc1ccccc1NC(=O)COc1cc(N2CCOCC2)c2ccccc2c1Cl | -5
O=C1CSc2ccc(C(=O)NCCCN3CCCCC3)cc2N1 | 1
Cc1ccc(CSc2ncccc2C(F)(F)F)cc1 | 3
CC(C)(C)S(=O)(=O)Cc1nc(-c2cccc(F)c2)cs1 | -11
COc1ccc(CN(C)C[C@H]2Oc3c(NC(=O)C4CCOCC4)cccc3C(=O)N([C@H](C)CO)C[C@@H]2C)cc1 | 20
Cc1noc(C)c1S(=O)(=O)N(C)C[C@H]1Oc2ccc(NC(=O)Nc3ccc(C(F)(F)F)cc3)cc2CC(=O)N([C@@H](C)CO)C[C@H]1C | 13
CCCN(C(=O)c1ccc2c(=O)n3c(nc2c1)CCCC3)c1ccc(Cl)c(Cl)c1 | -2
COc1cc2c(cc1OC)CN(C(=O)[C@@H]1[C@H]3C(=O)O[C@H](c4ccccc4)[C@H](c4ccccc4)N3[C@H](c3ccccc3OCCO)[C@@]13C(=O)Nc1ccc(C#CC4=CCCCC4)cc13)CC2 | 6

Going on with the list.
Compound,ROS inducer
O=C(NCC1CCN(C2CCCC2)C1)c1cnn2ccccc12 (stereo unspecified),4
COC(=O)CSc1nnc(-c2sc3ccccc3c2Cl)n1-c1ccc(OC)cc1,?
C[C@@H]1CN([C@@H](C)CO)C(=O)c2cc(NC(=O)Cc3cn(C)c4ccccc34)ccc2O[C@H]1CN(C)C(=O)Nc1ccccc1,2
C[C@@H]1CCCCO[C@H](CN(C)C(=O)C2CCCCC2)[C@@H](C)CN([C@H](C)CO)C(=O)c2cc(NC(=O)Nc3ccc4c(c3)OCO4)ccc2O1,27
Cc1oc2c(c1C(=O)NC1CCCC1)C(=O)c1ccccc1C2=O,102*
Cc1cc(C)nc(N(C#N)CC(=O)N2c3ccccc3CCc3ccccc32)n1,-1
CC(C)NC(=O)N(C)C[C@H]1Oc2ccc(NC(=O)Cc3cn(C)c4ccccc34)cc2C(=O)N([C@@H](C)CO)C[C@@H]1C,6
O=C(c1ccccc1)c1cccn1CC(=O)N1CCCC1,-8
C[C@@H]1CN([C@H](C)CO)C(=O)c2cccc(NS(=O)(=O)c3ccc(F)cc3)c2O[C@H]1CN(C)Cc1ccc(C(=O)O)cc1,-3
C[C@@H]1CN([C@H](C)CO)C(=O)c2cc(NC(=O)CCCCCC(=O)Nc3ccccc3N)ccc2O[C@@H]1CN(C)C(=O)NC1CCCCC1,23
CC(=O)OC[C@]12[C@@H](OC(C)=O)C[C@@H]3[C@@H](OC(=O)c4ccccc4)[C@]1(OC3(C)C)[C@H](C)C[C@H](OC(=O)c1ccccc1)[C@@H]2OC(C)=O,-1
C[C@H]1CN([C@@H](C)CO)C(=O)c2cc(NS(=O)(=O)c3cn(C)cn3)ccc2O[C@H]1CN(C)C(=O)Nc1ccccc1,-4
Oc1ccc(CNc2cccc(C(F)(F)F)c2)c2cccnc12,-14
O=C(NO)c1ccc(C(=O)N/N=C/c2ccc(CO)o2)cc1,-5
Cc1nc(S(=O)(=O)NC2CCN(Cc3ccc(OCCO)cc3)CC2)cn1C,-3
C[C@@H]1CN([C@@H](C)CO)C(=O)Cc2cc(NC(=O)Nc3ccc4c(c3)OCO4)ccc2O[C@@H]1CN(C)Cc1ccc(C(F)(F)F)cc1,3
CC1ON(c2ccc(Br)cc2)C(=O)NC1=O (stereo unspecified),-13
COc1ccc(NC(=O)N(C)C[C@@H]2Oc3c(NC(=O)c4cnccn4)cccc3C(=O)N([C@H](C)CO)C[C@H]2C)cc1,-6
Cc1ccc(S(=O)(=O)N2CCCC2C(=O)Nc2ccc(O)cc2)cc1 (stereo unspecified),-10
C[C@H](CO)N1C[C@H](C)[C@@H](CN(C)Cc2cccc(C(F)(F)F)c2)OCc2cn(nn2)CCCC1=O,15
Cc1ccc(N(C(C)C(=O)Nc2ccc(I)cc2)S(C)(=O)=O)cc1 (stereo unspecified),62
COc1ccc(NC(=O)Nc2ccc3c(c2)C(=O)N([C@H](C)CO)C[C@H](C)[C@@H](CN(C)Cc2ccccc2)O3)cc1,-24
Cc1ccc(S(=O)(=O)N(C)C[C@@H]2Oc3ccc(NC(=O)CCCN(C)C)cc3C(=O)N([C@@H](C)CO)C[C@H]2C)cc1,-3
C[C@@H]1CN([C@@H](C)CO)C(=O)c2cc(NC(=O)C3CC3)ccc2O[C@@H]1CN(C)Cc1ccc(Oc2ccccc2)cc1,-4
C[C@@H]1CN([C@@H](C)CO)C(=O)c2cc(NC(=O)Cc3ccccc3)ccc2O[C@@H]1CN(C)C(=O)NC1CCCCC1,-2
C[C@@H]1CN([C@H](C)CO)C(=O)c2cccc(NS(=O)(=O)c3cn(C)cn3)c2O[C@@H]1CN(C)S(=O)(=O)c1cn(C)cn1,-20
C[C@H]1CN([C@@H](C)CO)C(=O)c2cccc(NC(=O)C3CC3)c2O[C@H]1CN(C)Cc1ccc(-c2ccccc2)cc1,25
COc1ccc(-c2cc(=O)c3ccccc3o2)cc1,10
C[C@@H]1CN([C@@H](C)CO)C(=O)c2cccc(NC(=O)Nc3ccccc3)c2O[C@H]1CN(C)Cc1ccccc1,7
C[C@@H]1CN([C@H](C)CO)C(=O)Cc2cc(NC(=O)Cc3cn(C)c4ccccc34)ccc2O[C@H]1CN(C)Cc1ccc(C(F)(F)F)cc1,20
Cc1ccc(S(=O)(=O)N(C)C[C@@H]2Oc3ccc(NS(=O)(=O)c4cn(C)cn4)cc3C(=O)N([C@@H](C)CO)C[C@@H]2C)cc1,-1
C[C@@H]1CN([C@H](C)CO)C(=O)Cc2cc(NC(=O)CCN3CCOCC3)ccc2O[C@@H]1CN(C)C(=O)Nc1ccc(C(F)(F)F)cc1,-6
CS(=O)(=O)N(CC(=O)Nc1ccccc1C(=O)N1CCOCC1)c1cccc(Cl)c1Cl,-7
Cc1cc(C(F)(F)F)nc2c(Br)c(C(C)(C)C)nn12,-8
CC(=O)Oc1ccc2c(c1OC(C)=O)OCC1(O)Cc3c(cc(OC(C)=O)c(OC(C)=O)c3OC(C)=O)C21 (stereo unspecified),52
COc1cc(OC)c(C(=O)CCCN2CCCC2)c(OC)c1,2
CN(C)C(=N)c1n[nH]nc1SCc1ccccc1,-5
CC(C)NC(=O)Nc1cccc2c1O[C@@H](CN(C)C(=O)Nc1ccccc1)[C@@H](C)CN([C@@H](C)CO)C2=O,-2
CC1CC(C)CN(S(=O)(=O)c2ccc3c(c2)oc(=O)n3CC(=O)NC(C)c2ccccc2)C1 (stereo unspecified),2
COc1ccc(NC(=O)CN(C)S(=O)(=O)c2ccccc2)cc1OC,-3
CN1C(C(=O)Nc2ccccn2)C(=O)c2ccccc2S1(=O)=O (stereo unspecified),-2
COC(=O)CSc1nnc(-c2ccccc2)o1,5

In the list so far, twelve have an aryl methoxy group:
Compound,ROS inducer
COc1cc2c(cc1OC)CN(C(=O)[C@H]1[C@@H]3C(=O)O[C@@H](c4ccccc4)[C@@H](c4ccccc4)N3[C@@H](c3ccccc3OCCO)[C@]13C(=O)Nc1ccc(C#CCCO)cc13)CC2,120*
COc1ccc(S(=O)(=O)n2nccc2-c2ccc(-c3cccs3)s2)cc1OC,11
COc1ccc(CNC(=O)Nc2ncc([N+](=O)[O-])s2)cc1,-9
COc1cccc(NC(=O)N(C)C[C@H]2OCc3cnnn3CCCC(=O)N([C@@H](C)CO)C[C@@H]2C)c1,3
COc1ccc(CN(C)C[C@H]2Oc3c(NC(=O)C4CCOCC4)cccc3C(=O)N([C@H](C)CO)C[C@@H]2C)cc1,20
COc1cc2c(cc1OC)CN(C(=O)[C@@H]1[C@H]3C(=O)O[C@H](c4ccccc4)[C@H](c4ccccc4)N3[C@H](c3ccccc3OCCO)[C@@]13C(=O)Nc1ccc(C#CC4=CCCCC4)cc13)CC2,6
COC(=O)CSc1nnc(-c2sc3ccccc3c2Cl)n1-c1ccc(OC)cc1,?
COc1ccc(NC(=O)N(C)C[C@@H]2Oc3c(NC(=O)c4cnccn4)cccc3C(=O)N([C@H](C)CO)C[C@H]2C)cc1,-6
COc1ccc(NC(=O)Nc2ccc3c(c2)C(=O)N([C@H](C)CO)C[C@H](C)[C@@H](CN(C)Cc2ccccc2)O3)cc1,-24
COc1ccc(-c2cc(=O)c3ccccc3o2)cc1,10
COc1cc(OC)c(C(=O)CCCN2CCCC2)c(OC)c1,2
COc1ccc(NC(=O)CN(C)S(=O)(=O)c2ccccc2)cc1OC,-3

Only part of the results is shown; rates above refer to the full screens.
